# Screening data from PubChem BioAssay.
# ZTA counter: blocks Epstein-Barr virus ZTA, an EBNA-1 counter-screen. P03206. ZTA-DNA binding, fluorescence polarization. inhibition, % at 11 µM. 320,000 tested, 0.15% active; in the data active = inhibition above about 33%
# EBNA-1 inh: blocks EBNA-1 binding to DNA. EBNA-1 DNA binding, fluorescence polarization. inhibition, % at 14.8 µM. 300,000 tested, 0.34% active. AID 1950; in the data active = inhibition above about 28%
# RPL19A TOR yeast: yeast TOR pathway RPL19A-GFP modulation; percent response vs DMSO, % at 10 µM; AID 2025; S. cerevisiae RPL19A-GFP strain, flow cytometry, 3 h; active compounds read low; 330,000 tested, 0.3% active;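 active = percent response vs DMSO below 50%; inconclusive = fewer than 70 events counted for the yeast strain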;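 also: median channel GFP fluorescence of the barcoded RPL19A-GFP strain; ratio of sample median GFP to plate DMSO average so 100% = DMSO; lower means less RPL19A-GFP as with rapamycin TOR inhibition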
# AHR act: activates the human aryl hydrocarbon receptor; P35869; AHR-responsive luciferase reporter cells, luminescence; activation, % at 5 µM; 320,000 tested, 2.5% active; AID 2796; in the data active = activation above about 47%;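 also: 0% = vehicle wells and 100% = reference agonist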
# MEP2-GFP yeast: alters MEP2-GFP fluorescence in TOR pathway yeast screen | S. cerevisiae MEP2-GFP strain, flow cytometry GFP, 3 h; 100% = DMSO control level | GFP response vs DMSO, % at 10 µM | 330,000 tested, 0.51% active | AID 2016;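 active = GFP response versus DMSO above a set limit, roughly screen mean plus 3 SD, cut at about 180% in these data; inconclusive = fewer than 70 cells counted for a yeast strain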;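 also: median GFP fluorescence of the barcode-gated MEP2-GFP cells per well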
# proCasp3 act: activators of human procaspase-3; recombinant procaspase-3 D3A, Ac-DEVD-pNA absorbance 405 nm; P42574; AID 463141; 330,000 tested, 0.11% active; activation, % at 8.5 µM;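 active = activation above the mean of all tested compounds plus 3 SD, cut at about 21% in these data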;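 also: 0% = DMSO alone and 100% = DMSO wells spiked with extra 5 µM PC-3 D3A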
#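 Test system: Procaspase-3 D3A mutant, all three cleavage aspartates alanine | Dosing: Single dose, 8.5 µM nominal compound, 0.8% DMSO | Schedule: 1 h preincubation, 2 h reaction | Technique: 405 nm absorbance of p-nitroaniline, reads at 0 and 120 min | Repeats: One well per compound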
# procasp7 counter: counter-screen: procaspase-7 (human) activation; P55210; recombinant procaspase-7, Ac-DEVD-pNA absorbance 405 nm; D23A/D198A/D206A triple mutant, cannot self-cleave; scale: DMSO 0, 5 µM enzyme 100; activation, % at 8.5 µM; 330,000 tested, 0.093% active;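 active = percent activation above the screen-wide mean plus 3 SD, cut at about 25% in these data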
#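 Assay system: Uncleavable procaspase-7 mutant enzyme; Input: 2 µM procaspase-7 mutant as dispensed; Also added: DEVD-pNA substrate; Medium: Zinc-free HEPES pH 7.4 with 300 mM NaCl, 0.01% Triton X-100; Timing: 1 h compound preincubation, 2 h substrate cleavage, 25 °C; Measured by: Epi-absorbance of released pNA at 405 nm, two timepoints.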
# LAP4 TOR yeast: yeast TOR pathway LAP4-GFP modulation; S. cerevisiae LAP4-GFP multiplex, flow cytometry GFP, 3 h; median GFP as percent of DMSO wells; GFP response vs DMSO, % at 10 µM; 320,000 tested, 0.34% active;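 active = GFP response vs DMSO above a set limit, about the screen mean plus 3 SD, cut at about 150% in these data; inconclusive = under 70 cell events counted for the yeast strain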
# The depositor's hits bear a star; ? = inconclusive; . = no result given. Not a hit list. Share with any hit: about 3.8%.
# Results follow in this order: ZTA counter	EBNA-1 inh	RPL19A TOR yeast	AHR act	MEP2-GFP yeast	proCasp3 act	procasp7 counter	LAP4 TOR yeast
> O=C(CN1C(=O)NC2(CCc3ccccc32)C1=O)NCc1cccc(C(F)(F)F)c1 (stereo not given)
    .	.	103.8	6.2	99.4	2.0	-3.6	106.4
> OCC1OC(n2cnc3c(NCCc4ccccc4)ncnc32)C(O)C1O (stereo not given)
    14.3	2.0	99.5	16.2	94.9	-0.8	-8.2	91.1
> Cc1ccc(F)cc1N=Cc1c(O)c2ccccc2oc1=O
    4.0	-0.9	104.3	0.0	116.9	7.0	-9.8	99.0
> Cc1cc(Br)ccc1NC(=O)CN(C)C(=O)CN1C(=O)NC(C)(C2CC2)C1=O (stereo not given)
    -2.7	.	96.7	0.3	103.5	3.1	4.1	98.6
> CCCN(CCC)CC(O)CN(c1ccccc1)S(=O)(=O)c1ccc(C)cc1 (stereo not given)
    -12.1	2.9	98.5	-0.5	100.6	4.9	5.3	98.9
> Cn1c2c(c(=O)n(C)c1=O)C(C(F)(F)F)(C(F)(F)F)N=C(c1ccc(Cl)cc1)N2
    16.5	11.8	97.3	-13.7	101.9	8.0	0.6	129.9
> Cc1nnc(SCC(=O)N2CCN(c3ccccc3)CC2)n1C1CC1
    -3.3	.	102.6	-0.9	104.5	1.4	-5.4	111.7
> CCOc1ccccc1N1CCN(CC(=O)Nc2cc(C)on2)CC1
    -7.7	-7.2	?	2.1	?	13.2	3.2	?
> COc1ccc(CNc2nc3nc(C)c(Cl)c(C)n3n2)cc1
    -0.2	-0.6	101.0	-4.1	96.0	-7.9	2.2	.
> Cc1ccc(S(=O)(=O)N(C)C)cc1NC(=O)CSc1ccc2c(c1)OCCO2
    -1.4	5.0	96.6	5.1	97.4	4.1	-2.3	115.3
> Cc1ccc(C(=O)CCNc2ccc(Cl)cc2)o1
    18.6	11.8	101.3	-1.8	107.3	-8.4	0.4	123.1
> c1ccc2[nH]c(SCC3CCCCO3)nc2c1 (stereo not given)
    1.8	-6.5	93.9	6.3	101.9	-0.2	2.0	105.2
> CCCCCc1c(O)nc(SCC(=O)NCC2CCCO2)[nH]c1=O (stereo not given)
    -17.5	-14.8	106.2	-1.3	102.1	0.4	0.6	91.0
> COc1ccccc1C(=O)Nc1nc2ccccc2[nH]1
    3.5	0.1	97.4	30.2	105.1	4.0	-3.0	107.3
> COc1cccc(C(=O)N2CCN(C(=O)c3cccc4ccccc34)CC2)c1OC
    4.7	3.3	92.6	1.5	97.3	0.9	6.3	100.3
> CNC(=O)/C(C#N)=C/c1c(N2CCCCCC2)nc2c(C)cccn2c1=O
    -4.2	7.3	91.0	-0.4	91.5	-2.0	0.9	.
> Cc1ccc(S(=O)(=O)N(C)c2ccc(OCC(=O)NC3=NCCS3)cc2)cc1
    -10.3	2.5	95.9	1.1	98.8	-1.2	-0.8	99.8
> COc1ccccc1NC(=O)CSc1n[nH]c(Cc2ccccc2)n1
    -1.8	-2.5	98.2	11.7	109.5	-2.5	-4.2	100.0
> CCOc1ccc2[nH]c(=O)c(CN(Cc3ccc(F)cc3)C(=O)c3ccco3)cc2c1
    -0.8	0.2	84.6	20.3	86.6	5.3	2.1	82.5
> O=C(O)c1cn(-c2ccccc2)nc1-c1ccc(Cl)cc1
    -7.0	-15.4	95.1	3.3	117.3	-7.5	-9.7	120.9
> COC(=O)c1nc(Cl)c(Cl)c(N)c1Cl
    1.5	0.1	97.5	21.6	109.2	-7.6	6.4	104.3
> C/[N+]([O-])=C\c1cccc(OCCN2CCN(c3ncc(C(F)(F)F)cc3Cl)CC2)c1
    2.9	8.4	101.6	-0.3	107.5	1.7	-1.1	91.6
> Cc1cc(NC(=O)CSc2nnnn2-c2ccccc2)no1
    -10.4	-5.1	106.7	3.2	94.2	2.7	3.9	99.7
> CCN(CC)c1ncnc2c1ncn2Cc1c(Cl)cccc1Cl
    13.3	8.9	86.7	9.8	77.4	-2.4	-0.7	95.6
> CCOc1cc(N2CCOCC2)c(OCC)cc1NC(=O)Cn1cnc2c(=O)n(C)c(=O)n(C)c21
    -9.2	-15.3	103.3	-2.6	107.1	5.5	-3.4	93.3
> CN(CC(=O)NNC(=O)c1cccnc1)S(=O)(=O)c1cc(Cl)ccc1Cl
    13.4	9.9	97.6	-1.6	100.2	-5.5	-0.6	103.5
> Cc1nc2c(cc1NC(=O)C(C)(C)C)nc(C)n2Cc1ccccc1
    -6.3	4.7	103.2	-0.8	101.2	-1.5	6.3	96.9
> O=C(NCC1OCCc2ccccc21)c1ccc(NC(=O)c2ccccc2Cl)cc1 (stereo not given)
    3.8	23.8	98.5	3.7	107.3	2.2	3.2	105.3
> C[N+](C)(C)CCCCCC(=O)/C=N/O
    8.2	14.4	100.7	2.3	105.0	3.9	8.7	89.0
> CCCNC(=S)Nc1ccc(F)cc1F
    -2.2	-3.2	89.0	-2.6	94.4	1.1	6.7	103.0

# Results in ZTA counter and MEP2-GFP yeast, for some of the entries so far:
SMILES | ZTA counter | MEP2-GFP yeast
COc1cccc(C(=O)N2CCN(C(=O)c3cccc4ccccc34)CC2)c1OC | 4.7 | 97.3
CNC(=O)/C(C#N)=C/c1c(N2CCCCCC2)nc2c(C)cccn2c1=O | -4.2 | 91.5

# (next part)
# Results follow in this order: ZTA counter	EBNA-1 inh	RPL19A TOR yeast	AHR act	MEP2-GFP yeast	proCasp3 act	procasp7 counter	LAP4 TOR yeast
> CCOC(=O)C1=C(N)Oc2cc(O)ccc2C1c1ccc(C)cc1 (stereo not given)
    -6.2	-0.7	97.3	2.6	106.7	-6.8	7.5	99.5
> Cc1ccc(-c2ccc(SCC(=O)Nc3ccc4c(c3)OCCO4)nn2)cc1
    -14.7	-2.0	108.2	8.8	97.4	1.9	2.0	116.4
> CCOc1ccc(N2C(=O)CC(NCC#N)C2=O)cc1 (stereo not given)
    -12.7	-9.0	108.9	0.1	97.9	-26.7	-29.0	94.9
> O=C(O)c1ccc(N=Cc2c(O)ccc3oc4c(c23)CCCC4)cc1
    10.7	-0.9	101.8	1.0	98.3	-1.5	5.2	104.8
> O=C(NCC(c1ccco1)N1CCc2ccccc2C1)c1c(F)cccc1F (stereo not given)
    2.6	9.0	100.9	6.1	102.1	7.9	4.4	98.1
> CCOC(=O)C(NC(C)=O)(Nc1ccc(S(=O)(=O)Nc2onc(C)c2C)cc1)C(F)(F)F (stereo not given)
    3.1	14.3	99.0	2.7	106.3	6.2	-3.3	102.0
> O=C(COC(=O)CCCSc1nc2ccccc2[nH]1)NC(=O)NC1CCCC1
    16.3	-3.3	91.2	0.5	94.3	8.5	5.0	90.7
> Cc1nc(SCC(=O)N(C)C2CCS(=O)(=O)C2)c(C#N)c(C)c1C (stereo not given)
    -14.9	.	95.3	0.9	94.8	5.7	-5.2	99.2
> CCN(C(C)=O)N(CC)c1nc(Cl)nc(NC(C)C)n1
    13.8	-15.9	102.8	2.7	102.5	3.5	1.5	84.8
> O=C(CN1CCN(c2ccccn2)CC1)N1c2ccccc2CCc2ccccc21
    4.0	1.8	102.2	-0.6	103.7	15.0	5.8	98.2
> COc1ccc2c(Cl)c(C(=O)N/N=C3\CCCC(=O)C3)sc2c1
    -12.7	14.6	97.2	3.2	97.9	-1.3	4.1	105.6
> O=C(Nc1ccc(Cl)cc1)OC(CN1CCCCC1)C(F)(F)F (stereo not given)
    -3.1	-2.5	92.3	-3.2	97.6	-0.2	-1.9	95.3
> COc1ccc(-c2csc(NC(C)c3nc4cc(C(F)(F)F)ccc4n3CCOCCO)n2)cc1 (stereo not given)
    2.0	-16.9	.	10.1	.	1.1	-6.0	.
> c1ccc(Nc2nc3ccccc3n3nnnc23)cc1
    -5.1	8.3	101.4	33.4	104.2	3.0	4.5	101.1
> O=C(N[C@H]1C/C=C\C[C@@H](CC(=O)N(CCO)Cc2ccccc2)C(=O)N2CCC[C@H]2COC1=O)OCC1c2ccccc2-c2ccccc21
    .	.	101.9	0.7	101.5	4.5	5.4	97.3
> COc1ccc(N2CC(C(=O)NCc3ccccc3)CC2=O)cc1 (stereo not given)
    -5.1	-0.7	100.5	-0.4	99.1	5.1	-5.7	97.0
> CC(OC(=O)CNC(=O)c1ccc(Br)cc1)C(=O)NC1CCCCC1C (stereo not given)
    -5.7	.	89.6	-0.7	101.7	-4.3	-2.5	92.6
> O=C(COC(=O)COc1ccc(Br)cc1)Nc1ccc2c(c1)OCCO2
    -1.2	.	98.9	1.1	99.5	6.7	-1.6	112.6
> CN1CCN(CCOCCOc2ccc(Br)cc2Cl)CC1
    -0.9	-4.5	104.0	-1.3	101.2	1.1	-0.9	92.3
> Cc1c(-c2cccc(Cl)c2)nc2ccccc2c1C(=O)OCC(=O)Nc1ccc2c(c1)OCO2
    2.0	-3.8	97.1	-6.3	103.0	0.5	6.0	90.2
> CCOC(=O)Cn1nc(-c2ccccc2)c2cnc3ccc(C)cc3c21
    4.1	6.7	101.5	10.8	99.8	-2.2	0.9	101.6
> CCCOc1ccc(C(F)(F)F)cc1NC(=O)c1cc(C)on1
    -7.7	.	96.7	0.1	97.7	3.5	-6.2	100.2
> CCOc1ccc(OCC)c(NC(=O)C(NS(=O)(=O)c2ccc3c(c2)oc(=O)n3C)C(C)C)c1 (stereo not given)
    8.6	38.0*	100.8	2.9	102.4	1.4	-3.6	102.7
> Cc1cc(C(=O)C(=O)N(C)C)c(C)n1-c1ccc(Cl)cc1
    7.3	-2.9	103.2	-3.4	106.1	8.1	-3.9	93.6
> COc1ccc2ncc(S(=O)(=O)c3ccccc3)c(N3CCC4(CC3)OCCO4)c2c1
    3.1	-0.7	97.1	3.4	100.7	2.2	0.4	96.2
> Cc1cccc(OCCCn2c(CCNC(=O)C(C)C)nc3ccccc32)c1
    3.8	-4.6	92.9	0.6	105.3	-4.9	1.5	107.6
> O=C(CSc1nc2ccccc2c(=O)[nH]1)c1ccccc1
    -5.5	7.9	114.1	13.7	101.7	4.3	0.5	79.3
> COc1ccc(OCC(=O)N/N=C2/C=C(C)CC2)cc1
    -16.8	-7.7	105.4	7.5	96.1	3.1	0.1	90.2
> COc1cccc(-c2cc(C(=O)NN3CCOCC3)c3ccccc3n2)c1
    -3.8	-6.4	95.1	2.3	96.8	3.2	1.3	94.8
> Cc1cc(C(=O)NCCc2ccc(S(N)(=O)=O)cc2)no1
    5.1	-2.0	88.8	-1.6	95.4	0.4	-3.7	93.5
> CC1CCc2nn(CC(=O)NCCCN3CCCCC3)cc2C1 (stereo not given)
    -1.9	-5.1	97.8	-0.6	98.2	1.2	-2.2	99.2
> COc1ccc(NC(=O)CN(C)C(=O)CC2CCCCC2)cc1
    -12.2	11.3	96.3	5.3	102.3	-2.3	3.1	103.0
> C=CCc1cccc2cc(C(=O)NC3=C(C#N)CCC3)c(=O)oc12
    -1.3	-3.5	88.2	2.0	89.0	-6.1	-6.0	81.5
> Cc1nn(-c2ccc(N3CCOCC3)nn2)c(C)c1CCC(=O)NCc1ccccc1F
    5.8	-7.5	97.9	0.6	100.3	1.6	-0.9	87.4
> CCOc1ccc(NS(=O)(=O)c2ccc(OC)c(C)c2)cc1
    1.4	1.8	102.2	-0.6	99.1	-3.5	-1.5	104.7
> COC(=O)c1cc(Oc2ccc(C(=O)OC)cc2N)cc(C(=O)OC)c1
    3.1	-10.3	97.2	1.2	98.7	-6.6	3.8	91.4
